Screening data as filed in PubChem BioAssay.
JMJD2E inh: inhibitors of human JMJD2E histone demethylase | B2RXH2 | JMJD2E catalytic domain, FDH-coupled NADH fluorescence (FDH is formaldehyde dehydrogenase) | Potency, µM (series often up to 57.1 µM), for inactives: top-dose activity change, negative = inhibition, hits mostly inhibitors | 1.6% of 230,000 active; active = well fitted inhibition curve with a large enough effect, not every such curve was filed as active; inconclusive = small, poorly fitted or top-dose-only effect, or another doubt; inactive = no such curve, though single readings can be large or run the other way;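 also: 0% = wells with enzyme and -100% = buffer wells without enzyme; nearly all actives have a fitted effect of over 50% in size; many of its hits are not listed in these tables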
Target sequence (B2RXH2 1-337 limits assumed): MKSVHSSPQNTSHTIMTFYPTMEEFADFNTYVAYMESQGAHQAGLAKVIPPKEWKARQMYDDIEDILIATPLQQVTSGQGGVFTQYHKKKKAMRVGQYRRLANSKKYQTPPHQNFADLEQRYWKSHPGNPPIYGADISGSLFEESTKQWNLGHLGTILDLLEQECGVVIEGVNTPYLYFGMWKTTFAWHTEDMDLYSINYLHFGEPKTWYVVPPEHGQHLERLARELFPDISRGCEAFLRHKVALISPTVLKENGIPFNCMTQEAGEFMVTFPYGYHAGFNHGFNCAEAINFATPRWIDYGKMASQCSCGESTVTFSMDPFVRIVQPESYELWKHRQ
SMN2 splice up: SMN2 splice variant enhancement. HEK293 SMN2-luciferase splicing reporter, luminescence, 30-36 h. Potency, µM (series often up to 46.1 µM), for the others: at the highest dose activity change, positive = activation, most hits filed as activators. 2.8% of 210,000 active; also: % of control where 0% means no effect; nearly all actives have a fitted effect of over 55% in size
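qHTS luciferase splicing reporter: luminescence rises when SMN2 exon 7 is included in transfected HEK293 cells. Compound exposure lasted 30-36 h at 37C, with 4.5 mM final sodium butyrate as control, followed by a ONE-Glo read.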
L3MBTL1 inh: blocks human L3MBTL1 | Potency, µM (highest dose often 57.1 µM), for the others: top-dose activity, negative = inhibition, hits mostly inhibitors | AlphaScreen L3MBTL1–H3K9me1 peptide binding | 0.66% of 230,000 active | Q9Y468; also: % is scaled to controls: 0 for no effect and ±100 for the full control effect; nearly all actives have a fitted effect of over 60% in size
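AlphaScreen assay: L3MBTL1 (50 nM final) was preincubated 30 min at room temperature with biotinylated H3(1-15)K9me1 peptide (75 nM final), then 30 min with library compounds; streptavidin donor and nickel chelate acceptor beads (10 ug/mL final) added, 30 min dark.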
RECQ1 inh: blocks DNA unwinding by human RECQ1. P46063. RECQ1 DNA unwinding, red fluorescence kinetic read. Potency, µM (doses to about 57.3 µM), without a hit: at the top dose activity, negative = inhibition, actives largely listed as inhibitors. 0.54% of 240,000 active. AID 2549;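 also: plate controls were vehicle for no effect and no enzyme for full effect; nearly all actives have a fitted effect of over 30% in size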
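50 nM RECQ1T1 preincubated 15 min with compound in Tris pH 8.0 buffer with MgCl2, DTT, Tween-20 and 2.5 ug/ml poly(dI-dC); started with 200 nM TAMRA/BHQ-2 forked duplex and 2 mM ATP. Unwinding read as fluorescence (525/598 nm), two reads 2 h apart.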
ALDH1A1 inh: inhibitors of human aldehyde dehydrogenase 1A1 | P00352 | Purified ALDH1A1, NADH fluorescence, propionaldehyde substrate | 7.3% of 220,000 active | Potency, µM (doses to about 75.3 µM), without a hit: at the highest dose activity, negative = inhibition, actives largely listed as inhibitors | AID 1030; active = well fitted inhibition curve with a large enough effect, not every such curve was filed as active; inconclusive = small, poorly fitted or top-dose-only effect, or another doubt; inactive = no such curve, though single readings can be large or run the other way;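 also: plate controls were no enzyme wells and a reference inhibitor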
Target sequence (P00352 whole entry, looked up): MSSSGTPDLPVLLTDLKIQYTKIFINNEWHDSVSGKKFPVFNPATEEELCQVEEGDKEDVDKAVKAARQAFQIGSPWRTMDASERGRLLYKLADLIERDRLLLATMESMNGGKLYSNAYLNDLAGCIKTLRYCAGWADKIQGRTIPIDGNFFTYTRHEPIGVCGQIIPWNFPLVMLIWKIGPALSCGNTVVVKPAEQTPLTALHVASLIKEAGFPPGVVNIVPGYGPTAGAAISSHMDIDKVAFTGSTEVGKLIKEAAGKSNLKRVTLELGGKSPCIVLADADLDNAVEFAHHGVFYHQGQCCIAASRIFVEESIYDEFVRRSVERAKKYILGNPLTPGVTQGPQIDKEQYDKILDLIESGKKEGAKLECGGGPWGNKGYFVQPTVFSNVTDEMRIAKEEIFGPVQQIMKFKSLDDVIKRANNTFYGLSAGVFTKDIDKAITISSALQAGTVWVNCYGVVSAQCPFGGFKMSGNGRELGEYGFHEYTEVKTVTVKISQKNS
Luc counter: counter-screen: inhibitors of Kinase-Glo firefly luciferase; Q27757; Kinase-Glo luciferase, ATP luminescence, 8 min; 0.28% of 200,000 active; AID 1379; Potency, µM (highest dose often 38.3 µM), for the others: at the top dose activity change, negative = inhibition, hits mostly inhibitors; also: % is scaled to controls: 0 for no effect and ±100 for the full control effect; nearly all actives have a fitted effect of over 60% in size
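Recombinant Kinase-Glo luciferase, 10 uM ATP (linear range), luciferin; imidazole pH 7.2 / KCl / MgCl2 / Tween / BSA buffer; 8 min RT; luminescence.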
LMNA splice mod: changes lamin A minigene splicing in HeLa cells; HeLa LMNA splicing GFP/RFP minigene ratio, 48 h; Potency, µM (top dose mostly 46.1 µM), for inactives: top-dose ratio change, negative = inhibition, hits mostly inhibitors; 0.01% of 200,000 active; AID 1487; active = well fitted inhibition curve with a large enough effect in the signal ratio, with a control signal flat, not every such curve was filed as active; inconclusive = small, poorly fitted or top-dose-only effect, or effect the other way, or a change in a side signal; the % refers to the signal ratio; also: % is scaled to controls: 0 for no effect and ±100 for the full control effect
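Read-out is the ratio of GFP to DsRed2 object intensity, acquired by 488 nm laser-scanning cytometry on HeLa lamin A-EGFP minigene reporter cells. Compound incubation 48 hrs at 37 °C in Opti-MEM with 2% FBS; DMSO 0.5% final.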
Tau fibril ThT: tau fibrillization inhibition (ThT binding); P10636; recombinant tau K18 P301L (four-repeat tau fragment), heparin-induced fibrillization, ThT fluorescence; Potency, µM (highest dose often 57.4 µM), inactives show top-dose activity, negative = inhibition, hits mostly inhibitors; 2.1% of 270,000 active; also: % is scaled to controls: 0 for no effect and ±100 for the full control effect; nearly all actives have a fitted effect of over 55% in size
Target sequence (P10636 561-689 P618L limits assumed): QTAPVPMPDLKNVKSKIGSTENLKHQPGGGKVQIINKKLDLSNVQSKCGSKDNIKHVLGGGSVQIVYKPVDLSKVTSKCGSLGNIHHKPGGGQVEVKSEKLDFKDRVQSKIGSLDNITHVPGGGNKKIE
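In this qHTS, human K18 P301L tau is incubated with compound and heparin for 6 hr at 37 C, and Thioflavin T fluorescence then reports fibril load.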
* hit, by the source's call; i = inactive; ? = inconclusive; nt = not tested or not shown; & = joins results of further samples; [ ] = dose if it differs, or a comment. Unless noted, calls follow the shape of the dose curve; as a rule, active = well fitted curve in the direction sought with a large enough effect; inconclusive = small, poorly fitted or top-dose-only effect, or another doubt; inactive = no such curve, though single readings can be large; an effect the other way counts as inactive or inconclusive. Potency is read from the fitted curve at half-maximal effect. An excerpt; rates above refer to the full screens.

SMILES	JMJD2E inh	SMN2 splice up	L3MBTL1 inh	RECQ1 inh	ALDH1A1 inh	Luc counter	LMNA splice mod	Tau fibril ThT
CCCCNCC(O)(c1ccc(Cl)cc1)c1ccc(Cl)cc1	16%	-31%[inhibitor]	36%[activator]	-10%	1%	-2%	-23%[46 µM]	-3%
CCN(CC)S(=O)(=O)c1ccc(C2=NOC3(C2)N(C)c2ccccc2C3(C)C)cc1 (stereo not given)	1%	?	-3%	1%	?	2%	?	-3%
CCCOc1ccc(OCC(=O)c2[nH]c(C)c(C(C)=O)c2C)cc1	8%	-62%[inhibitor]	nt	7%	9%	-4%	?	?
O=C(CCc1ccccc1)NN1C(=O)C2C3C=CC(C3)C2C1=O (stereo not given)	-3%	1%	0%	i	7%	1%	20%[46 µM]	-4%
CCCCN(C)C(=O)c1nc2ccccn2c1CNCCCn1nnc2ccccc21	-22%	nt	-2%	11%	-4%	1%	5%[46 µM]	-7%
COC(=O)C1=C(C)N(Cc2ccco2)C(=O)/C1=C\c1ccc([N+](=O)[O-])cc1	?	-64%[inhibitor]	-3%	1%	15µM*	2%	?	13µM*
CC/C=C\C[C@H]1C(=O)CC[C@@H]1CC(=O)O	7%	nt	nt	-9%	-4%	1%	nt	-5%
O=C(CCC1CCCC1)Nc1ccon1	-3%	22%	-2%	-1%	1%	3%	-12%	-5%
O=C(O)/C(=C\c1cccs1)c1ccccc1	7%	nt	7%	i	0%	4%	14%[46 µM]	2%
COc1ccc(-c2nn(CCC(=O)O)cc2/C=C2\SC(N)=NC2=O)cc1	-7%	-2%	-15%	-7%	4%	1%	-17%	-11%
O=C(Nc1ccc(C(=O)O)cc1)/C(=C\C=C\c1ccccc1)NC(=O)c1ccc(Br)cc1	4%	-4%	nt	i	0%	-2%	nt	-13%
O=C1CC(N2CCN(Cc3ccc4c(c3)OCO4)CC2)C(=O)N1CCc1ccccc1 (stereo not given)	3%	-42%[inhibitor]	-1%[11.4 µM]	-3%	-17%	2%	-3%	-4%
COc1ccc(C2C(C(=O)Nc3cccc(OC)c3)c3ccccc3C(=O)N2C)cc1 (stereo not given)	3%	4%	6%	2%	-8%	-3%	nt	-17%
NC(=O)CSc1nnc2n(-c3ccccc3)c(=O)c3c4c(sc3n12)CCCCC4	-1%	5%	-4%	-15%	?	-2%	0%	-4%
O=C1c2ccccc2C2NC(=O)C3(CCCCC3)N12 (stereo not given)	0%	5%	1%	-7%	-16%	0%	1%	-3%
CSc1ccc(/C=N/N2CCN(Cc3ccccc3Cl)CC2)cc1	-9%	-18%	-21%	-24%	4%	-1%	-4%[46 µM]	?
NC(=O)CSc1nnc(Cc2cccs2)n1C1CCCCC1	4%	11%	nt	-11%	?	5%	8%	-12%
Cc1ccsc1C(=O)OCC(=O)NCC1CCCO1 (stereo not given)	1%	12%	3%	-10%	-7%	-1%	3%	-4%
CC(=O)O[C@H]1C2OC(=O)C(C)=C2[C@@H]2OC(=O)[C@]3(CCC4OC41C)OC23 (stereo not given in full)	2%	-15%	-4%	-10%	0%	-4%	10%	?
Clc1cccc(Cl)c1Cn1cnc2c(N3CCCCCC3)ncnc21	-3%	-23%	8%	0%	?	-1%	3%	-12%
CCOc1cc(CNCCCN2CCOCC2)ccc1OCC(=O)Nc1cccc2ccccc12	5%	-14%	-2%	0%	8%	0%	-1%	-2%
CSC1=NC(C)(C)C=C(/C=C/c2ccc(Cl)cc2Cl)N1	-7%	-34%[inhibitor]	-7%	-12%	-13%	0%	?	?
CC(C)NC(=O)C1COc2ccccc2O1 (stereo not given)	6%	nt	2%	-6%	1%	-3%	?	-17%
O=C(NCc1ccco1)c1ccccc1NS(=O)(=O)c1cccs1	-14%	-17%	0%	?	?	6%	-1%	-10%
CCCCC(=O)NC(c1ccc(OC)c(OC)c1)c1c(O)ccc2ccccc12 (stereo not given)	-2%	nt	0%	-13%	?	nt	-2%	-7%

Next structures
SMILES	JMJD2E inh	SMN2 splice up	L3MBTL1 inh	RECQ1 inh	ALDH1A1 inh	Luc counter	LMNA splice mod	Tau fibril ThT
O=C1C2C3C=CC(C4CC34)C2C(=O)N1c1ccc2c(c1)OCO2 (stereo not given)	9%	-20%	nt	i	?	0%	nt	-2%
O=C(C1Cc2ccccc2CN1C(=O)c1ccccc1)N1CCN(c2ccccc2)CC1 (stereo not given)	-1%	nt	?	-10%	nt	nt	nt	?
Cc1nc2ccc(C(=O)N3CCN(c4ccccc4)CC3)cc2s1	6%	4%	-1%	0%	1%	-3%	-14%	-5%
CC(C)N1CC=C2C(C#N)=C(N)C(C#N)(C#N)[C@H](c3ccoc3)[C@H]2C1	?	-9%	-1%	-23%	?	-4%	-6%	20µM*
CCn1c(SCc2ccc(C(=O)Nc3nccs3)cc2)nnc1-c1ccc(NC(C)=O)cc1	-2%	9%	0%	-8%	8%	1%	47%	-22%
CCCn1nnnc1-c1cccc(Cl)c1	17%	-6%	2%	-6%	-1%	-2%	-4%	2%
CC1CCCC(NC(=O)C2CCN(S(=O)(=O)N3CCCCCC3)CC2)C1C (stereo not given)	3%	-26%	5%	3%	?	1%	9%	-11%
COc1ccc(CCN=C(N)Nc2nc(C)cc(C)n2)cc1	-9%	1%	nt	6%	2%	3%	nt	-1%
Nc1cc(-c2ccc(Cl)cc2)nn1S(=O)(=O)c1ccccc1	0%	-19%	nt	-8%	1%	3%	-2%	17%
CC(=O)c1cccc(NC(=O)CN(c2ccccc2)S(C)(=O)=O)c1	8%	nt	12%	-4%	7%	nt	-1%	-2%
O=C(NCc1ccccc1)C1=C[C@@H](c2ccc(Br)cc2)C[C@@H](OCCCCO)O1	-16%	nt	-7%	i	25µM*	nt	nt	?
Cc1ccc(OC(=O)C2c3ccccc3Oc3ccccc32)cc1C	5%	26%[1.84 µM]	104%[activator]	2%	2%	-4%	-18%	3%
O=C(CSC1=Nc2ccccc2C2CC=NN12)Nc1ccc(F)cc1Cl (stereo not given)	?	22%	nt	6%	-3%	-3%	nt	?
Cn1c(C(=O)N2CCC(C(=O)N3CCOCC3)CC2)cc2sccc21	-7%	-3%	6%	i	-3%	0%	-5%	5%
O=C(CSc1nnnn1-c1ccc(O)cc1)Nc1ccc(N2CCOCC2)c(Cl)c1	-3%	-4%	nt	i	?	1%	-6%	?
C/C(=N\NC(=O)CCc1ccccc1)c1ccc(Br)cc1	10%	-5%	1%	-5%	7%	2%	-4%[9.22 µM]	-12%
Cc1cccc(NC(=S)NCc2cccn2C)c1	-7%	-43%[inhibitor]	nt	-6%	-6%	4%	-3%	-10%
CCC(C(=O)OCC(=O)Nc1ccc(Cl)c(S(=O)(=O)N(C)C)c1)c1ccccc1 (stereo not given)	4%	-12%	-6%	-23%	?	-2%	-12%	-9%
CCOC(=O)c1cnn(-c2nc(-c3ccc(F)cc3)cs2)c1C(F)(F)F	?	16%	4%	2%	?	-2%	6%	-7%
O=C(O)c1nn(-c2ccc(Cl)cc2)ccc1=O	-4%	19%	nt	-3%	-2%	3%	-7%	6%
Cc1cccc(N(CC(=O)NC2CCCC2)C(=O)CS(=O)CC(=O)Nc2ccc3c(c2)OCO3)c1 (stereo not given)	1%	12%	5%	-6%	8%	-3%	6%	3%
Nc1nc2c(nc(Br)n2C2CC(O)C(CO)O2)c(=O)[nH]1 (stereo not given)	7%	-2%	nt	-15%	5%	-1%	-6%	4%
CC1CCCN(C(=O)COC(=O)c2ccc[nH]c2=O)C1 (stereo not given)	-14%	-3%	nt	i	14%	-3%	5%	-2%
COC(=O)c1cccc(C23CC4(C2)[C@H](CN(Cc2cccnc2)[C@@H]4c2ccccc2)C3c2ccc(C(F)(F)F)cc2)c1 (stereo not given in full)	-5%&-2%	-20%	nt	-5%	-9%	-3%	nt	-7%&-13%
COc1ccc(C2c3c(oc4ccccc4c3=O)C(=O)N2c2ccc(C)cn2)cc1OC (stereo not given)	-5%	-10%	13%	8%	11%	7%	-1%	-2%

The list goes on.
SMILES	JMJD2E inh	SMN2 splice up	L3MBTL1 inh	RECQ1 inh	ALDH1A1 inh	Luc counter	LMNA splice mod	Tau fibril ThT
O=C(/C(=N/N=C/c1ccc(O)c(O)c1O)c1ccccc1)c1ccccc1	1%	3.2µM*	20µM*	3%	6%	-5%	?	10%
CC1Cc2ccccc2N1C(=O)CSc1nnc(-c2ccc(S(=O)(=O)N3CCCCC3)cc2)o1 (stereo not given)	0%	-19%	7%	12%	8%	1%	3%	-9%
O=C1C(Cl)=C(NCCc2ccccc2)C(=O)N1CCc1ccccc1	?	13%	nt	i	-2%	-4%	12%	7%
O=[N+]([O-])c1ccccc1SN(Cc1ccccc1)c1ccccn1	1%	-17%	?	i	?	-1%	-5%	-11%
CCC1CCCCN1CCCNC(=O)c1cn(CC(C)C)c(=O)c2cc(OC)c(OC)cc12 (stereo not given)	?	22%	nt	i	?	-4%	-1%	3%
CCC1(c2ccc(Cl)cc2)NC(=S)N(c2ccccc2)N1 (stereo not given)	?	-17%	-2%	-8%	13µM*	-1%	-6%	?
O=C(Nc1nc(-c2cccs2)c(-c2cccs2)s1)C1(c2ccccc2)CC1	?	-30%	15%	-9%	?	1%	-10%	3%
CCN1C(=O)/C(=C/c2ccc(C)s2)NC1=S	-4%	-16%	nt	-17%	?	-2%	-8%	?
COc1ccc(C2CCN(CC(=O)N(C)C)CC2O)cc1 (stereo not given)	-2%	nt	2%	-7%	3%	0%	-4%[46 µM]	-4%

3 entries already listed, arranged by number of heavy atoms, falling:
SMILES	JMJD2E inh	SMN2 splice up	L3MBTL1 inh	RECQ1 inh	ALDH1A1 inh	Luc counter	LMNA splice mod	Tau fibril ThT
O=C(/C(=N/N=C/c1ccc(O)c(O)c1O)c1ccccc1)c1ccccc1	1%	3.2µM*	20µM*	3%	6%	-5%	?	10%
O=[N+]([O-])c1ccccc1SN(Cc1ccccc1)c1ccccn1	1%	-17%	?	i	?	-1%	-5%	-11%
CCN1C(=O)/C(=C/c2ccc(C)s2)NC1=S	-4%	-16%	nt	-17%	?	-2%	-8%	?
